PfHsp40 rescue: rescue of PfHsp40-mediated yeast toxicity. S. cerevisiae expressing PfHsp40, growth rescue, ATP luminescence. growth rescue, % at 12.5 µM. AID 504582. actives 0.68% (n = 340,000); in the data active = growth rescue above about 28%, passing the limit was not always enough; inconclusive = no clear call, values can overlap the other calls;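 also: yeast W303a lacking pdr1 and pdr3 grown in galactose medium; growth measured after three days at 30 °C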
Vc quorum ag: inducers of Vibrio cholerae quorum light production without autoinducers. V. cholerae BH1578 lux reporter, luminescence, 6 h. activation, % at 18.7 µM. actives 0.16% (n = 350,000). AID 588436; in the data active = activation mostly above about 9.7%, no sharp cut-off; inconclusive = no clear call, values can overlap the other calls; inactive = mostly below about 3.7%; also: not every result past the cut was called active; inactives centre near 0; reference of the scale not given here
BoNT A protease: inhibitors of Botulinum neurotoxin A light chain protease; inhibition, % at 10 µM; multiplex microsphere protease substrate cleavage, flow cytometry; actives 0.17% (n = 360,000); also: plate controls were buffer without enzyme for full effect and enzyme alone for no effect
PriA SSB inh: inhibitors of Klebsiella pneumoniae PriA binding to SSB C-terminal tail; AlphaScreen SSBct-PriA binding, biotinylated peptide; actives 0.6% (n = 430,000); inhibition, % at 33 µM; AID 1272365; in the data active = inhibition mostly above about 37%, no sharp cut-off; inactive = mostly below about 20%;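 also: plate controls were negative control peptide for no effect and reference peptide for full effect; strong numbers were not always called active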
Anthrax LF inh2: blocks Bacillus anthracis lethal factor protease | inhibition, % at 10 µM | actives 0.12% (n = 360,000) | multiplex microsphere protease cleavage assay, LF; also: plate controls were buffer without enzyme for full effect and enzyme alone for no effect
Target sequence (P15917 whole entry, looked up): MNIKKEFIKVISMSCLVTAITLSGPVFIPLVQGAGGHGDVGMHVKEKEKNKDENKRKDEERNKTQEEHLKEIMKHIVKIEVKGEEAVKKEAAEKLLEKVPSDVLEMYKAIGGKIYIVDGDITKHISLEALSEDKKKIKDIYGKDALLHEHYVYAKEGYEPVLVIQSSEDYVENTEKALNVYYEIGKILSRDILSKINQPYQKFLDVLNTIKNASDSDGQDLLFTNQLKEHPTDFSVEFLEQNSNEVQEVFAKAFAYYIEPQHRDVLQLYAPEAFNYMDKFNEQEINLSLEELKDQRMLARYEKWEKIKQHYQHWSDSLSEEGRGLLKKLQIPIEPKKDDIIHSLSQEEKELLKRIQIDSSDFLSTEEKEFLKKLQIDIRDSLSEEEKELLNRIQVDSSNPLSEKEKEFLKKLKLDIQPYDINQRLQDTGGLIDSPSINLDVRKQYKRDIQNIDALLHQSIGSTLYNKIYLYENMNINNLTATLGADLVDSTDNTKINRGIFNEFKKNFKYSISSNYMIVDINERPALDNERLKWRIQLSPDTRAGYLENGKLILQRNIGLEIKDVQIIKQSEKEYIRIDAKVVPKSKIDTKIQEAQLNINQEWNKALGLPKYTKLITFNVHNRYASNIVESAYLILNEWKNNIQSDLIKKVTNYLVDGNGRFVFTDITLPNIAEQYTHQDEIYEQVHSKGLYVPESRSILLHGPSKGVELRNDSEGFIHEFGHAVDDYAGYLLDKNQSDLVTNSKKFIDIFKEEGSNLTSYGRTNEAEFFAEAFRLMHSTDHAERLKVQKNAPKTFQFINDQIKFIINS
PrPC surface inh: cell surface PrPC inhibition, primary TR-FRET screen; inhibition, % at 13.8 µM; P04156; actives 0.43% (n = 370,000); TR-FRET read-out; in the data active = inhibition above about 24%; also: 0% = median of the test wells and 100% = reference compound wells
Yp Topo-I inh: inhibitors of Yersinia pestis topoisomerase I | AID 504884 | Y. pestis Topo-I cleavage product accumulation, plate reader | activity, % at 10 µM | actives 0.064% (n = 360,000); in the data active = activity above about 50%, passing the limit was not always enough; inconclusive = no clear call, values can overlap the other calls; also: inactives centre near 2
3CLpro inhibitor: SARS-CoV 3CLpro protease inhibition; inhibition, % at 6 µM; actives 0.14% (n = 290,000); recombinant SARS-CoV 3CLpro, quenched FRET peptide cleavage; AID 1706; in the data active = inhibition above about 12%
TcdB GH inh: TcdB glycohydrolase inhibition. P18177. TcdB glycohydrolase enzymatic assay, plate reader. inhibition, % at 9.99 µM. actives 0.24% (n = 350,000). AID 652162; in the data active = inhibition above about 10%
Active calls of the source: *; i = inactive; ? = inconclusive; / = no result given; & = joins results of further samples. Rule as the data show it, unless noted: active = inhibition above about 30%; inconclusive = no clear call, values can overlap the other calls; inactive = below that.

Sample of the layout, nine compounds:
SMILES	PfHsp40 rescue	Vc quorum ag	BoNT A protease	PriA SSB inh	Anthrax LF inh2	PrPC surface inh	Yp Topo-I inh	3CLpro inhibitor	TcdB GH inh
O=C(CSc1nnc(-c2cccnc2)n1Cc1ccco1)c1ccc2ccccc2c1	-1.0	-0.8	?	2	-8	-3	4	3	/
COc1cnn(-c2ccccc2)c(=O)c1SCc1ccc(Cl)c(Cl)c1	4.3	i	3.0	-26	-14	-14	3	5	/
COC(=O)Cc1coc2cc(OC)ccc12	0.8	0.5	0.5	-11	2	1	2	/	0.8
C/C(=N/NC(=O)c1nnn(-c2nonc2N)c1-c1ccccc1)c1ccc2c(c1)OCO2	-0.1	-0.5	-0.2	/	-1	-1	15	6	-1.2
CCN(CC)CCOC(=O)c1c(C)n(C)c2ccc(OC)cc12	0.7	-0.4	0.6	4	-2	-7	-12	3	/
COc1ccc(Cl)cc1NC(=O)CN(C)C(=O)/C=C/c1ccco1	3.1	i	-0.3	-8	1	-3	3	/	1.0
C=CCNc1nc(N2CCCCC2)c(C#N)c2c1CN(Cc1ccccc1)CC2	0.2	i	1.5	-4	-6	-14	18	-4	/
CC1CCN(CCCNC(=O)c2cc3sccc3n2C)CC1	0.5	-0.2	3.1	12	-2	-1	2	-7	/
CC1CCCN(C(=O)COC(=O)c2cc(-c3cccs3)nn2-c2ccccc2)C1 (stereo unspecified)	0.8	i	0.2	-16	-7	8	19	/	1.6

The whole of this part, repeating the preview:
SMILES	PfHsp40 rescue	Vc quorum ag	BoNT A protease	PriA SSB inh	Anthrax LF inh2	PrPC surface inh	Yp Topo-I inh	3CLpro inhibitor	TcdB GH inh
O=C(CSc1nnc(-c2cccnc2)n1Cc1ccco1)c1ccc2ccccc2c1	-1.0	-0.8	?	2	-8	-3	4	3	/
COc1cnn(-c2ccccc2)c(=O)c1SCc1ccc(Cl)c(Cl)c1	4.3	i	3.0	-26	-14	-14	3	5	/
COC(=O)Cc1coc2cc(OC)ccc12	0.8	0.5	0.5	-11	2	1	2	/	0.8
C/C(=N/NC(=O)c1nnn(-c2nonc2N)c1-c1ccccc1)c1ccc2c(c1)OCO2	-0.1	-0.5	-0.2	/	-1	-1	15	6	-1.2
CCN(CC)CCOC(=O)c1c(C)n(C)c2ccc(OC)cc12	0.7	-0.4	0.6	4	-2	-7	-12	3	/
COc1ccc(Cl)cc1NC(=O)CN(C)C(=O)/C=C/c1ccco1	3.1	i	-0.3	-8	1	-3	3	/	1.0
C=CCNc1nc(N2CCCCC2)c(C#N)c2c1CN(Cc1ccccc1)CC2	0.2	i	1.5	-4	-6	-14	18	-4	/
CC1CCN(CCCNC(=O)c2cc3sccc3n2C)CC1	0.5	-0.2	3.1	12	-2	-1	2	-7	/
CC1CCCN(C(=O)COC(=O)c2cc(-c3cccs3)nn2-c2ccccc2)C1 (stereo unspecified)	0.8	i	0.2	-16	-7	8	19	/	1.6
COc1ccc(OC)c(CCNC(=O)CC2(CC3=NS(=O)(=O)c4ccccc4N3)CCCC2)c1	0.6	-0.3	-0.3	-1	-10	2	23	-5	-0.1
Cc1csc(NC(=O)C2CCCO2)n1 (stereo unspecified)	0.1	i	2.6	-7	-1	2	-2	-1	/
COc1ccc(CN(C)Cc2c(O)ccc3ccccc23)cc1	0.1	-0.6	5.3	0	2	-10	-8	-7	1.1
CCOC(=O)C(=CNc1cc(C(F)(F)F)ccc1N1CCOCC1)C(=O)OCC	4.7	-0.2	3.0	-7	-8	2	3	-1	0.5
COc1ccccc1CC(NC(C)=O)C(=O)NC1CCN(C(=O)Nc2cccc(F)c2)CC1 (stereo unspecified)	0.3	-0.3	1.8	-5	-1	1	2	-2	0.6
Cc1cc(C(=O)COc2ccc(Cl)cc2Br)c(C)n1C	-0.5	i	-0.7	-8	-2	6	12	5	-2.0
Cc1cccc(-c2noc(CN(C(C)C)S(=O)(=O)c3ccc(F)cc3)n2)c1	-0.6	i	-0.4	-12	1	3	41	4	/
O=C(CCC(=O)N1CCN(S(=O)(=O)c2ccc(Cl)cc2)CC1)NCc1cccc(C(F)(F)F)c1	1.8	i	-0.3	-13	-13	14	21	/	2.0
O=S(=O)(NCc1ccccc1)c1ccccc1NCc1ccc(Cl)cc1	0.0	i	-0.4	3	1	-1	4	/	0.6
N#CC1=C(N)OC2=C(C(=O)CCC2)C1C1C=CCCC1 (stereo unspecified)	0.2	i	-0.8	-6	-3	7	11	-2	/
COc1ccc(NC(=O)CSC2=C(C#N)C(c3ccco3)C(C(=O)Nc3nc4ccccc4s3)=C(C)N2)cc1 (stereo unspecified)	0.4	i	-0.2	-3	-4	7	14	2	/
Cc1ccc(S(=O)(=O)N2CCN(CC(=O)N3CCOCC3)CC2)cc1	-0.5	-0.6	-3.9	-6	-1	1	0	9	2.4
CC(C)(C)OC(=O)NCCCCCc1cn(CC(=O)NCCCCCCCCCCC(=O)N2CCN(C(=O)OC(C)(C)C)CC2)nn1	-0.3	0.8	-0.3	-25	-2	1	9	/	-8.2
O=C(COC(=O)C12CC3CC(CC(Cl)(C3)C1)C2)N1CCCCC1	-0.9	-7.7	-0.2	-7	-5	-5	15	/	1.3
COc1ccc(-c2noc(C(C)NS(=O)(=O)c3ccc(NC(C)=O)cc3)n2)cc1 (stereo unspecified)	-0.2	0.6	-1.6	-9	0	1	-4	-3	0.7
C/C(=N\NC(=O)CN(c1ccc(Oc2ccccc2)cc1)S(C)(=O)=O)C(C)(C)C	-1.2	-0.2	-0.6	/	-2	6	19	1	-0.6
Cc1ccc(-c2nnc(NC(=O)Cc3ccc(F)cc3)o2)c(C)c1	0.1	i	3.9	0	5	/	0	-6	/
N#Cc1ccccc1NC(=S)NC(=O)c1cccnc1	-0.4	-1.2	-0.6	-34	9	-2	9	2	1.5
CC(C)CCN1CC(O)=C(c2nc3ccccc3[nH]2)C1=N	0.2	i	-1.1	-7&-2	-1	2	-7	-4	/
CCOc1ccccc1NC(=O)Cn1nnc(C(=O)NCc2ccc3c(c2)OCO3)c1N	0.3	i	0.1	1	-4	11	15	11	1.4
CN(C)C(CNC(=O)c1cccc(NS(=O)(=O)c2ccc(Br)cc2)c1)c1ccco1 (stereo unspecified)	-0.8	i	/	-1	/	13	0	/	0.6

An excerpt of these results, with each value named:
C/C(=N\NC(=O)CN(c1ccc(Oc2ccccc2)cc1)S(C)(=O)=O)C(C)(C)C
  PfHsp40 rescue = -1.2
  Vc quorum ag = -0.2
  BoNT A protease = -0.6
  PriA SSB inh = /
  Anthrax LF inh2 = -2
  PrPC surface inh = 6
  Yp Topo-I inh = 19
  3CLpro inhibitor = 1
  TcdB GH inh = -0.6
Cc1ccc(-c2nnc(NC(=O)Cc3ccc(F)cc3)o2)c(C)c1
  PfHsp40 rescue = 0.1
  Vc quorum ag = i
  BoNT A protease = 3.9
  PriA SSB inh = 0
  Anthrax LF inh2 = 5
  PrPC surface inh = /
  Yp Topo-I inh = 0
  3CLpro inhibitor = -6
  TcdB GH inh = /

Further structures.
SMILES	PfHsp40 rescue	Vc quorum ag	BoNT A protease	PriA SSB inh	Anthrax LF inh2	PrPC surface inh	Yp Topo-I inh	3CLpro inhibitor	TcdB GH inh
CS(=O)(=O)N(CC(=O)NC1CCCCC1)c1cccc(Cl)c1	0.4	i	-0.7	-9	-3	6	-8	-1	/
COc1ccc2[nH]c(C(=O)O)c(CCNC(=O)/C=C/c3ccc(O)c(OC)c3)c2c1	-1.3	i	0.0	8	-5	-2	5	0	1.4
CCOC(=O)CC1COc2ccccc2N1C(=O)c1ccc(C)cc1 (stereo unspecified)	-0.1	-0.3	-0.5	-6	1	4	17	4	/
O=C(CN1CCN(Cc2ccccc2)CC1)N/N=C/C=C/c1ccccc1[N+](=O)[O-]	-1.1	3.1	-0.4	/	0	-26	8	-1	0.9
COc1ccc(NC(=O)c2sc3nc(N4CCOCC4)c4c(c3c2N)CCCC4)c(OC)c1	2.3	-0.4	0.1	9	-3	0	-3	1	0.9
Cc1ccc(NC(=O)c2ccc3nc[nH]c3c2)cc1C	-0.2	-0.3	0.1	-30	1	2	-6	-1	0.5
Cc1c(C(=O)N/N=C/c2ccc(O)cc2)sc(=S)n1C	-0.6	-0.1	-0.1	/	-2	-9	1	1	/
CC(=O)N1CCN(Cc2nc3cc(NC(=O)c4cccs4)ccc3n2C)CC1	2.0	-0.4	-0.2	-20	-1	-1	2	-5	0.5
CCOc1ccc(CN2CCN(Cc3cnc(N4CCOCC4)s3)CC2CCO)cc1 (stereo unspecified)	-0.6	-0.2	-1.0	-4	-4	-1	6	0	1.5
c1ccc(CSc2nnc(Cc3ccccc3)o2)cc1	-0.5	-0.4	-0.3	-59	-4	8	18	2	-1.7
CCc1nc(SCc2ccc([N+](=O)[O-])cc2)n[nH]1	3.6	0.7	-1.0	-21	-3	-17	2	-5	3.5
CCc1noc(C)c1C(=O)NNC(=O)COc1ccc(Br)cc1	-1.3	-0.1	0.2	-3	-3	6	-3	2	0.3
Cn1nc(-c2ccc(C(=O)NC3CCCCC3)cc2)c2ccccc2c1=O	0.1	-0.7	1.1	-1	-17	-13	4	-4	1.6
O=C(N/N=C/c1ccccn1)c1c[nH]c2ccccc12	-1.2	0.0	-0.5	i	-7	-6	-4	6	1.0
FC(F)(F)c1ccc(-n2cnc3ccccc32)nc1	-1.3	0.8	-1.2	-29	3	-4	3	-1	0.3
Cc1nn(C)cc1/C=N\NC(=O)c1ccc(Cn2cc(Cl)cn2)cc1	-1.1	-1.7	-0.3	/	-2	-3	3	2	0.4
Cc1ccccc1OCC(=O)NCC(c1cccs1)N1CCOCC1 (stereo unspecified)	1.3	-0.8	0.6	-8	4	2	8	/	2.7
COc1ccccc1/C=N/NC(=O)CC(=O)NC1CCCCC1	0.9	-0.3	-0.3	/	1	2	-11	-2	1.2
Brc1ccc(Oc2ncc(CN3CCN(c4ccccc4)CC3)s2)cc1	2.2	4.5	-0.1	2	-3	-1	18	1	/
CCCN1CCN(c2ncnc3c2nnn3Cc2ccccc2)CC1	0.7	6.2	-0.1	-8	-1	6	29	0	/
COc1ccc2nc(-c3ccccn3)[nH]c2c1	-1.1	-0.4	-1.2	-6	6	3	1	-1	-0.3
COc1ccc(S(=O)(=O)N2CCOC23CCN(C(=O)c2ccccc2OC)CC3)cc1	1.3	i	-2.5	-15&9	-5	1	9	/	-0.9
COc1ccc(CC(=O)OCC(=O)NC2CCCCCC2)cc1OC	0.1	-0.4	-8.8	-6	-2	5	-3	/	2.7
O=C(NC(=S)Nc1c(Cl)ccc2nsnc12)c1ccco1	0.0	-0.4	1.3	-6	1	-15	1	2	1.4
Cn1nnnc1SCc1c(F)cccc1F	-0.8	i	3.2	-6	-8	3	-2	2	/
CC(CCc1ccccc1)NC(=O)C1CCC1 (stereo unspecified)	1.9	-0.2	0.1	-12	8	18	4	/	0.8
Cc1ccc(NC(=O)C2C3C=CC(O3)C2C(=O)O)c(C)c1 (stereo unspecified)	1.6	-1.3	1.5	-7	-4	6	6	0	-0.7
CC1(C)CCC[C@]2(C)C(CS(=O)c3ccccc3)=C(C=O)CC[C@@H]12 (stereo partly specified)	-1.9	-0.4	-0.8	-7	-4	1	4	/	0.9
O=C(CSc1nc(C2CCCCC2)nc2ccccc12)N1CCCC1	3.7	-0.5	-1.7	-1	-1	-10	14	0	1.4
Cc1cc(C)c(C#N)c(Nc2ccccc2Cl)n1	0.1	-0.6	-0.7	-4	-6	4	-5	0	/
CC1(C)C(c2ccccc2)=NC(c2cccnc2)=[N+]1[O-]	-0.1	-1.5	1.3	-7	1	4	-5	2	/
c1ccc2c3c(cc(N4CCOCC4)c2c1)OC1(N2CCOCC2)CCCCC1O3 (stereo unspecified)	1.0	i	3.9	-8	2	5	2	-2	0.6
CCc1nnc(NC(=O)CSc2nnc(-c3ccco3)n2C)s1	0.1	-0.2	0.9	1	-4	0	3	2	-5.2
COc1cc(NC(=O)CSc2nc3[nH]ncc3c(=O)n2-c2ccccc2)cc(OC)c1OC	/	-5.3	0.2	/	-6	-2	-4	/	-1.6
N#CNC(=Nc1cccc(F)c1)SCc1ccccc1	-0.7	0.5	-0.3	8	-2	31*	2	1	0.5

Screening results: PubChem BioAssay, several laboratories

These rows are one share of the data. The share of hits here may be higher or lower than overall.
